# Source: PubChem BioAssay (The Scripps Research Institute Molecular Screening Center)
# CCHF vOTU inh: CCHFV vOTU protease inhibitors, primary screen, biochemical, Pep-AMC substrate, fluorescence; 370,000 tested, 0.55% active; AID 651958, 2012; Crimean-Congo hemorrhagic fever virus L polyprotein viral ovarian tumor (vOTU) protease …; inhibition, % at 11.5 µM; in the data active means inhibition above about 30%; further: 0% = vehicle wells with enzyme and 100% = no enzyme wells
# * marks the source's active call; other numbers are inactive results; & = joins results of further samples. Not all compounds are listed; count on the stated rates, not on these rows.
SMILES,CCHF vOTU inh
COC(=O)[C@@]12C[C@@H](CC(=O)N3CCN(C(=O)C4CC4)CC3)C(=O)N(CCc3ccc(OC)c(OC)c3)C1=CCC(C)(C)C2,8.2
O=C(C(=O)N1CCC(c2ccccc2)CC1)c1ccc(F)c(F)c1,12.8
COC(=O)C1CN(Cc2cn(Cc3ccccc3)nn2)CCS(=O)(=O)N1Cc1ccccc1 (configuration not stated),-6.3
COc1ccc(N2C(=O)c3n[nH]c(C)c3C2c2cccc(C(F)(F)F)c2)cc1 (configuration not stated),23.0
C[C@@H]1CN([C@H](C)CO)C(=O)c2cc(NC(=O)Nc3ccc(F)cc3)ccc2O[C@@H](C)CCCCO[C@@H]1CN(C)C(=O)CCCN(C)C,-8.9
Cc1ccc(C2=CCN(C)C(=O)N2c2ccccc2)cc1,-0.1
Cc1cc(C(=O)O[C@@H]2CCC[C@]3(C(=O)N(Cc4ccccc4)c4ccccc43)[C@H]2NC(=O)CCc2ccccc2)no1,-0.2
COc1ccc(C(=O)CSc2nnc(-c3cccc(Cl)c3)n2Cc2ccco2)cc1,8.5
CC(C)(C)C(=O)O[C@@H]1CCC[C@@]2(C(=O)N(Cc3ccccc3)c3ccccc32)[C@H]1NC(=O)CCc1ccccc1,6.3
COC(=O)c1cccc(Cn2ccc3ccc(-c4ccc5ccn(C(=O)c6ccccc6C)c5c4)cc32)c1,-8.9
O=C(CN1CCc2onc(-c3cccc(-n4cc(CO)nn4)c3)c2C1=O)N1CCOCC1,-6.0
Cc1cccc(C(=O)Nc2nc3ncccn3c2-c2ccc(C(F)(F)F)cc2)c1,5.5
COC(=O)[C@@]12CCCCC3=C1N(CCC3)C(=O)[C@H]2CC(=O)N1CCC(c2ccccc2)CC1,11.1
CN(CCCOC(=O)c1cc2ccccc2o1)C1CN(Cc2cn(Cc3ccccc3Cl)nn2)S(=O)(=O)C1 (configuration not stated),7.1
COC(=O)[C@]12C[C@H](CC(=O)NCc3cccc(C(F)(F)F)c3)C(=O)N(Cc3ccccc3)C1=C[C@H](COCc1ccccc1)O[C@@H]2C,9.9
O=C(CN1C(=O)CCSc2ccccc21)Nc1ccc(Cl)c(Cl)c1,-3.7
Cc1cccc2nc(-c3ccccc3)c(-c3ccc(CN4CCC(c5nc6ccccc6[nH]5)CC4)cc3)nc12,1.2
O=C(OC12CCCN(C1)/C(=C/c1ccncc1)C2)c1ccco1 (configuration not stated),6.6
Cc1nc([N+](=O)[O-])cn1CC(Cl)Cn1cc([N+](=O)[O-])nc1C,-5.2
C=CCN1C(=O)[C@H](CC(=O)N2CCCC2)[C@@]2(C(=O)OCC)CCCC=C12,2.7
CCCC1CCC2(CCC(=O)N2CCOC)CC1 (configuration not stated),1.8
COc1ccc(C2C(C(=O)N3CCC(C)CC3)CC(=O)N2c2ccc(OC)cc2)cc1 (configuration not stated),-2.3
COc1ccc(CN2C[C@]3(C=C4CCCCC4n4c(=O)n(-c5ccccc5)c(=O)n43)N=C2NC(=O)c2ccccc2)c(OC)c1 (some centres not stated),4.8
Cc1cccc(CNC(=S)OC2CCC23CCC(c2ccccc2)CC3)c1 (configuration not stated),9.7
COc1ccc(-c2nc3ccc(C)cn3c2Cc2ccccc2C(F)(F)F)cc1OC,7.3

# Overlap with the part before: two entries; new compounds follow.
SMILES,CCHF vOTU inh
Cc1cccc(CNC(=S)OC2CCC23CCC(c2ccccc2)CC3)c1 (configuration not stated),9.7
COc1ccc(-c2nc3ccc(C)cn3c2Cc2ccccc2C(F)(F)F)cc1OC,7.3
Cc1ccccc1C(=O)N(C)[C@H]1C[C@H]2c3[nH]c4c(-c5ccc6c(c5)OCO6)cccc4c3CCN2C(=O)[C@H]1[C@H](C)O,-20.1
O=C(Nc1ccc(F)cc1)OCc1cn(Cc2ccc(Cl)cc2)nn1,-0.2
CCOC(=O)CC[C@@H]1CC[C@]2(CCCN(Cc3nccs3)C2)O1,4.3
COC(=O)[C@]12C[C@H](CC(=O)N3CCOCC3)C(=O)N(Cc3ccc(Cl)cc3Cl)C1=C[C@H](C(C)(C)C)O[C@@H]2C,12.3
N#Cc1ccc2nc(-c3ccc(CN4CCC(c5nc6ccccc6[nH]5)CC4)cc3)c(-c3ccccc3)nc2c1,-3.4
CCN(Cc1cn(Cc2ccccc2)nn1)S(=O)(=O)c1ccc(F)cc1Br,0.8
COc1ccccc1CCn1cnc(-c2cccc(F)c2)c1C(C)C,19.4
C=CCN1C(=O)[C@H](CC(=O)N2CCOCC2)[C@@]2(C(=O)OCC)CCCC=C12,-14.2
CCCCCCCCN1C(=O)[C@@H](CC(=O)NCc2ccc(C)o2)C[C@@]2(C(=O)OC)C1=C[C@H](COCc1ccccc1)O[C@@H]2C,12.7
CC(C)N1C(=O)c2ccccc2NC(=O)C1C(=O)NCc1cccs1 (configuration not stated),3.4
O=P(/C=C1\OCc2ccccc21)(Oc1ccccc1)Oc1ccccc1,9.5
COC(=O)[C@]12C[C@H](CC(=O)N3CCCC3)C(=O)N(Cc3ccccc3)C1=C[C@H](C(C)C)O[C@@H]2C1CC1,8.2
Cn1cc(CC(=O)Nc2ccc(Nc3cccnc3)c(Br)c2)c2ccccc21,-1.3
Clc1ccccc1N1CCN(C2=Nc3ccccc3Sc3ccccc32)CC1,-4.0
O=C(Cn1cnc2ccccc2c1=O)N1CCCCC1,2.7
Cc1ccc(C2NC(=O)c3n[nH]c(C)c32)cc1 (configuration not stated),9.1
CCCCNC(=O)OCCCN1CCC2(CCC(c3ccccc3)CC2)C1=O (configuration not stated),2.5&13.7
COc1ccc(Cn2c(C)cc(O)cc2=O)cc1,-6.9
Cc1cc(NN=Cc2ccccn2)nc2c(C)cccc12,1.2
Cc1cccc(NC(=O)C2CCN(c3ncccn3)CC2)c1C,-4.0
Cc1cc2c(nc1C)CCCN2Cc1ccccc1C(F)(F)F,-26.2
C#CCNC(=O)C[C@@H]1C[C@@]2(C(=O)OC)CCCCC=C2N(Cc2ccc3c(c2)OCO3)C1=O,-12.1
Nc1[nH]n(-c2ccccc2)c(=O)c1N=Nc1ccc(F)cc1,1.9
COC(=O)[C@]12C[C@H](CC(=O)NCc3cccs3)C(=O)N(Cc3ccc(Cl)cc3Cl)C1=C[C@H](C1CCCC1)O[C@@H]2C,10.8
CCCCCCCCN1C(=O)[C@@H](CC(=O)N2CCCCC2)C[C@@]2(C(=O)OC)C1=C[C@H](C(C)C)O[C@@H]2C1CC1,31.6*

# Further results follow.
SMILES,CCHF vOTU inh
CCOC(=O)CCCNC(=O)OC1CC2CC1[C@H]1CCCCN1[C@H]2C (some centres not stated),-4.9
O=S(=O)(c1cccs1)N1CCCc2nc(-c3ccc(Br)cc3)ccc21,8.6
Cn1c(=O)c2cc(S(=O)(=O)N3CCN(c4ccccc4Cl)CC3)ccc2n(C)c1=O,-0.4
COC(=O)[C@]12CCCCC=C1N(Cc1ccc3c(c1)OCO3)C(=O)[C@H](CC(=O)NCc1cccc(C(F)(F)F)c1)C2,8.1
CC(=O)c1cc(-c2ccc3[nH]ccc3c2)c(=O)n2c1CCC2,-2.0
O=C(CSc1nnc(COc2ccccc2)n1-c1ccccc1)Nc1ccc(S(=O)(=O)Nc2nccs2)cc1,7.9
COC(=O)c1cc2c(c3c4ccccc4n(S(=O)(=O)c4ccc(OC)cc4)c13)C(=O)N(Cc1ccco1)C2,4.5
O=[N+]([O-])c1cccc(COc2ccc(CO)cc2)c1,-1.6
Cc1cccc(C)c1NC(=O)C(c1cc2ccccc2o1)N1CCN(C)CC1 (configuration not stated),1.3
COc1cccc(NC(=O)n2ccc3ccc(-c4ccc5cc[nH]c5c4)cc32)c1,3.8
CC(C)CSc1ncccc1-c1nc2ccccc2[nH]1,1.4
CCCCNC(=O)C[C@@H]1C[C@@]2(C(=O)OC)CC(C)(C)CC=C2N(CCc2ccc(OC)c(OC)c2)C1=O,0.9
CC1(C(=O)Nc2ccc3c(c2)OCCO3)CN(S(C)(=O)=O)CC(=O)N1Cc1cccc(C(F)(F)F)c1 (configuration not stated),-4.1
COC(=O)c1cc2c(c3c4cc(OC)ccc4n(S(=O)(=O)c4cccc(C)c4)c13)C(=O)N(Cc1ccc(N(C)C)cc1)C2,2.7
COc1cc2c(cc1OC)[N+]([O-])=C(c1ccccc1)C2=O,-6.2
Cc1cccc(C)c1NC(=O)C(c1ccc(C(F)(F)F)cc1)n1c(=O)c(-c2ccccc2)nc2ccccc21 (configuration not stated),-5.1
CCCCNC(=O)C[C@H]1C[C@@]2(C(=O)OC)C(=C[C@H](C3CCCC3)O[C@@H]2C)N(Cc2ccccc2)C1=O,8.0
C#CCN1CC(COc2ccccc2)Oc2cccc(Oc3ccc(SC)c(C)c3)c2S1(=O)=O (configuration not stated),31.0*
COc1ccc(CNCC#Cc2ccc(C)cc2)c(OC)c1,9.1
CC(=O)OCCN1CCCC12CCC(c1ccccc1)CC2 (configuration not stated),-6.1
CCOC(=O)[C@]12CCCCC/C=C\1N(CCc1ccc(Cl)cc1)C(=O)[C@H]2CC(=O)NCCC(C)C,17.7
Cc1ncc(CO)c(C=O)c1O,-5.0
O=C1[C@@H]2[C@H](C(=O)N1C[C@@H](COCc1ccccc1)Oc1cccc3c1S(=O)(=O)N(CCc1ccc(F)cc1)C[C@H](COCc1ccccc1)O3)[C@@H]1C=C[C@H]2C1,11.4
CCOC(=O)CC1(CC)Oc2ccccc2N1S(=O)(=O)c1ccc(C)cc1 (configuration not stated),1.7
Cc1ccc(-c2c(NC(=O)Nc3ccccc3)nc3ncccn23)cc1,-13.6

# New compounds follow.
SMILES,CCHF vOTU inh
Cc1ccc(Cn2cc(CN(C3CC3)S(=O)(=O)c3ccccc3Br)nn2)cc1,-6.8
COC(=O)C1=C(C)N(Cc2cccc(C(F)(F)F)c2)C(=NCc2ccc3c(c2)OCO3)NC1c1ccccc1C(F)(F)F (configuration not stated),15.1
CCCCCCCCN1C(=O)N2Cc3ccc(C)cc3C2CS1(=O)=O (configuration not stated),-0.3
Cc1ccc(C(=O)N2CCC[C@@H]2C(=O)N2CCC[C@@H]2C(=O)NCc2ccccc2)cc1,-4.4
CCCCOc1ccc(C(=O)NC2CCCCN(C(C)C)C2=O)cc1 (configuration not stated),-0.7
C=CCN1[C@@H](C)[C@H](c2ccccc2)Oc2cccc(N3CCCC3)c2S1(=O)=O,1.4
COC(=O)C1=C(C)N(Cc2ccc(C(F)(F)F)cc2)C(=NCc2ccccc2)NC1c1ccc(Cl)cc1 (configuration not stated),6.5
O[C@H](COc1cccc(C(F)(F)F)c1)CN1CCC(C(O)(c2ccccc2)c2ccccc2)CC1,14.9
O=C(NCC1CCN(C(=O)C(=O)c2cc3ccccc3o2)CC1)c1ccc2c(c1)OCCCO2,-4.3
C#CCNC(=O)C[C@H]1C[C@@]2(C(=O)OC)C(=C[C@H](COCc3ccccc3)O[C@@H]2C)N(Cc2ccc(Cl)cc2Cl)C1=O,5.0
CCCCNC(=O)C[C@H]1C[C@@]2(C(=O)OC)C(=C[C@H](C(C)(C)C)O[C@@H]2C)N(Cc2ccco2)C1=O,15.1
COC(=O)[C@@]12C[C@@H](CC(=O)NCCC(C)C)C(=O)N(Cc3ccc4c(c3)OCO4)C1=CCC(C)(C)C2,13.6
Cc1ccc(-c2c(NC(=O)c3ccccc3)nc3ncccn23)cc1,-9.6
Cc1ccc(-n2c(SCC(=O)c3ccc(F)cc3)nnc2-c2cccnc2)cc1,5.3
COC(=O)C1=C(C)N(Cc2ccc(C(F)(F)F)cc2)C(=NCc2ccccc2C(F)(F)F)NC1c1cccc(Cl)c1 (configuration not stated),18.6
Cc1ccc(C)c(N2CCN(C(C(=O)NC3CCCC3)C(C)C)CC2)c1 (configuration not stated),25.1
COC(=O)C[C@@H]1C[C@H]2c3cc(NC(=O)Nc4ccccc4F)ccc3O[C@H]2[C@@H](CO)O1,16.5
CCCCNC(=O)C[C@H]1C(=O)N(Cc2ccc(OC)cc2)C2=CCCCC[C@@]21C(=O)OC,-0.1
C[C@@H]1OCN(C)[C@H]2C[C@H]3c4[nH]c5cccc(-c6ccccc6)c5c4CCN3C[C@@H]12,-9.5
Nn1c(SCc2ccc([N+](=O)[O-])cc2)nnc1-c1cc(-c2ccccc2)n[nH]1,16.5
COc1ccc(C(C(=O)N(C)C2CCCC2)N(Cc2ccc(F)cc2)C(=O)c2csc(-c3ccccc3)n2)cc1OC (configuration not stated),6.3
C=CS(=O)(=O)N(Cc1nnn(Cc2ccccc2)c1Br)[C@H](C(=O)OC)C(C)C,5.6
COC(=O)[C@]12C[C@H](CC(=O)NCCc3ccccc3OC)C(=O)N(Cc3cccc4ccccc34)C1=C[C@H](C(C)C)O[C@@H]2C1CC1,13.7
CCN(CC)C(=O)CC[C@H]1CC[C@]2(CCCN(Cc3nccs3)C2)O1,4.7
CCCCOCCCNC(=O)C[C@@H]1C[C@]2(C(=O)OCC)CCC3=C2N(CCC3)C1=O,-1.7
COC(=O)C1=C(C)N(Cc2ccc(Cl)cc2)C(=S)NC1c1ccc(Cl)cc1 (configuration not stated),1.6
O=C(NC1CCCCN(Cc2cccc(Cl)c2)C1=O)c1ccc(F)c(F)c1 (configuration not stated),2.6

# Compounds listed so far that have an NH in an aromatic ring:
SMILES,CCHF vOTU inh
COc1ccc(N2C(=O)c3n[nH]c(C)c3C2c2cccc(C(F)(F)F)c2)cc1 (configuration not stated),23.0
Cc1cccc2nc(-c3ccccc3)c(-c3ccc(CN4CCC(c5nc6ccccc6[nH]5)CC4)cc3)nc12,1.2
Cc1ccccc1C(=O)N(C)[C@H]1C[C@H]2c3[nH]c4c(-c5ccc6c(c5)OCO6)cccc4c3CCN2C(=O)[C@H]1[C@H](C)O,-20.1
N#Cc1ccc2nc(-c3ccc(CN4CCC(c5nc6ccccc6[nH]5)CC4)cc3)c(-c3ccccc3)nc2c1,-3.4
Cc1ccc(C2NC(=O)c3n[nH]c(C)c32)cc1 (configuration not stated),9.1
Nc1[nH]n(-c2ccccc2)c(=O)c1N=Nc1ccc(F)cc1,1.9
CC(=O)c1cc(-c2ccc3[nH]ccc3c2)c(=O)n2c1CCC2,-2.0
COc1cccc(NC(=O)n2ccc3ccc(-c4ccc5cc[nH]c5c4)cc32)c1,3.8
CC(C)CSc1ncccc1-c1nc2ccccc2[nH]1,1.4
C[C@@H]1OCN(C)[C@H]2C[C@H]3c4[nH]c5cccc(-c6ccccc6)c5c4CCN3C[C@@H]12,-9.5
Nn1c(SCc2ccc([N+](=O)[O-])cc2)nnc1-c1cc(-c2ccccc2)n[nH]1,16.5
